High-throughput results from PubChem.
NPY1 pot ag: human NPY-Y1 potentiation or agonism, primary screen | NPY-Y1 expressing cells, potentiator/agonist activation | activation, % at 3.6 µM | hit rate 0.37% among 220,000 | AID 1304; in the data active = activation above about 33%, passing the limit was not always enough;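 also: cells stimulated with NPY at EC10 then isoproterenol at EC100; 0% = low agonist plus stimulus and 100% = saturating agonist plus stimulus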
NPY-Y1 antag: antagonists of human neuropeptide Y receptor Y1; HEK293-CNG Y1 cells, membrane potential fluorescence; NPY at EC95, then isoproterenol; inhibition, % at 3.6 µM; P25929; hit rate 1% among 200,000; AID 1040;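 active = inhibition above the campaign mean inhibition of all tested compounds plus 3 SD, cut at about 20% in these data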;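 also: 0% = DMSO wells given NPY plus isoproterenol and 100% = isoproterenol alone without NPY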
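Material: HEK293 cells co-expressing NPY Y1 receptor and cyclic-nucleotide gated channel. Timing: compound incubation 1 h at room temperature, readout 45 min post-stimulation. Signal: fluorescence, membrane potential probe.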
TRPML3 ag: activates the human TRPML3 channel. AID 1448. Q8TDD5. activation, % at 3 µM. HEK293 TRPML3-YFP, Fluo-8 calcium fluorescence; 100% = the carbachol control signal. hit rate 0.29% among 220,000;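 active = activation above its plate's cutoff, the mean activation of the plate's test wells plus 3 SD, cut at about 12% in these data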;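 also: 0% = DMSO only wells and 100% = carbachol wells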
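Material: TRPML3-YFP stable HEK293 cells | Dosing: One concentration, 3 µM nominal, 0.3% DMSO | Timing: 125 s total fluorescence read per well | Technique: Fluo-8 calcium dye fluorescence, ex 470-495, em 515-575 nm | Measure: Percent activation from peak-to-basal fluorescence ratio, scaled between DMSO and carbachol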
S1P4 antagonist: blocks the human S1P4 receptor. inhibition, % at 4.98 µM. hit rate 0.26% among 220,000. S1P4-expressing cells, antagonist mode, reporter read-out. O95977; in the data active = inhibition above about 29%;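 also: 0% = wells stimulated with agonist and 100% = vehicle wells without agonist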
Target sequence (O95977 whole entry, looked up): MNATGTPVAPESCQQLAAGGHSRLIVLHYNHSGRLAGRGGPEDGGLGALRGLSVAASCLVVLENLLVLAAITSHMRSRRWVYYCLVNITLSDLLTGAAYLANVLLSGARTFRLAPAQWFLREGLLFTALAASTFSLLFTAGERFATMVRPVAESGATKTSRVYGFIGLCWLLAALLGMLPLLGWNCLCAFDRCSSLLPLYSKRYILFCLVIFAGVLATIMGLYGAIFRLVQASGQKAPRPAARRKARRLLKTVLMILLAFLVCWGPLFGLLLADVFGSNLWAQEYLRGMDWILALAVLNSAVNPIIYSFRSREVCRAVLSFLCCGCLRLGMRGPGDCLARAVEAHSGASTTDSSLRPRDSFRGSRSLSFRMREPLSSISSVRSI
NPY-Y2 PAM-ag: potentiators or agonists of human neuropeptide Y receptor Y2. cells expressing NPY-Y2, potentiator/agonist read-out. activation, % at 3.6 µM. P49146. hit rate 0.45% among 220,000; in the data active = activation above about 27%;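 also: cells stimulated with NPY near EC25 plus isoproterenol at EC100; 0% = vehicle plus submaximal agonist and 100% = vehicle plus saturating agonist; some results beyond the cut were filed as inactive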
EP2 mod: modulates human prostaglandin E2 receptor EP2 signaling. EP2-expressing cells, cAMP HTRF FRET, PGE2 co-stimulation. induction, % at 25 µM. hit rate 0.83% among 260,000;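 active = compounds whose cAMP rise, as percent of the full-agonist control response, exceeds 60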;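 also: rat C6 glioma line stably carrying human EP2 under a CMV promoter; the protocol text gives 20 µM as final concentration; 100% = response of wells given 1 µM PGE2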
Target sequence (P43116 whole entry, looked up): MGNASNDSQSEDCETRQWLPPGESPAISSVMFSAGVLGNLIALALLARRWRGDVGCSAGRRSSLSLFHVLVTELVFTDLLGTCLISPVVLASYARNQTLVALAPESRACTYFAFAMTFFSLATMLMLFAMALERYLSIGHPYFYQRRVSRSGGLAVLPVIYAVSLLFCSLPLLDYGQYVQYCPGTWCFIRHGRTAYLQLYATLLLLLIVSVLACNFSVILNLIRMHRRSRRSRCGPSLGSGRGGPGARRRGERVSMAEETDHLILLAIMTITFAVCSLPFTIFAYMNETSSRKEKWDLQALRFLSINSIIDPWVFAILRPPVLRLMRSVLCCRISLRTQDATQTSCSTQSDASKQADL
S1P4 ag: agonists of human S1P4 receptor | O95977 | S1P4-expressing cell line, agonist reporter assay | activation, % at 4.98 µM | hit rate 0.35% among 220,000; in the data active = activation above about 11%;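 also: 0% = DMSO vehicle and 100% = reference agonist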
CHOP inhibitor: CHOP inhibition in unfolded protein response. inhibition, % at 10 µM. AID 2732. CHO-K1 CHOP-promoter luciferase, tunicamycin-induced, 15-18 h. hit rate 3.8% among 220,000;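 active = compounds that reduced the stress-induced luciferase reporter signal by more than about 70% of percent inhibition, limit read from the data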;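 also: 0% = tunicamycin plus vehicle and 100% = wells without tunicamycin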
TRPN1 ag: zebrafish TRPN1 (NompC) channel agonism. activation, % at 3 µM. hit rate 0.18% among 220,000. HEK293 zebrafish TRPN1-YFP, Fluo-8 calcium fluorescence; 100% = response to 87 µM carbachol. AID 1424;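 active = activation above its plate's cutoff, the mean activation of test wells on that plate plus 3 SD, cut at about 19% in these data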;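 also: 0% = DMSO alone and 100% = 87 µM carbachol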
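Material: zebrafish TRPN1-YFP in HEK293 cells. Doses: one dose of 3 µM, 0.3% DMSO. Incubation: dye 1 h 37 °C plus 30 min RT. Measured by: intracellular calcium fluorescence with Fluo-8.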
* = called active by the depositor; . = no result given; & = joins results of further samples. Some of the compounds tested, so the mix of outcomes need not match the whole.

SMILES | NPY1 pot ag | NPY-Y1 antag | TRPML3 ag | S1P4 antagonist | NPY-Y2 PAM-ag | EP2 mod | S1P4 ag | CHOP inhibitor | TRPN1 ag
O=C(COc1ccccc1)N1CCN(CC2CC3C=CC2C3)CC1 (configuration not stated) | -7 | 3 | 0.7 | -12 | -12 | 8 | -0.7 | 10 | 2.5
Nc1ccc([As](=O)(O)O)cc1 | -2 | -1 | 0.9 | -4 | 9 | 33 | -0.3 | 6 | 0.1
Cc1cccc(CN2CCCC(C(=O)c3ccc(C(F)(F)F)cc3)C2)n1 (configuration not stated) | -24 | 3 | 0.9 | -15 | -3 | -34 | 1.2 | -50 | 1.3
Nc1ccccc1C(=O)OCc1ccc([N+](=O)[O-])cc1 | 8 | 7 | -0.4 | -7 | 6 | -13 | 4.6 | 25 | -2.3
CCOC(=O)c1[nH]ncc1CN1CCCC(C(=O)c2cccc(Cl)c2)C1 (configuration not stated) | -3 | . | 0.9 | -12 | 2 | -8 | 1.6 | 7 | 0.8
CCCOC(=O)COc1cc(C)cc2oc(=O)c3c(c12)CCC3 | -12 | 8 | -0.5 | -26 | 1 | 44 | 2.3 | 24 | -0.7
CCOP(=O)(OCC)Oc1cc(C)c(N(C)C)c(C)c1 | 11 | . | -0.6 | 8 | 11 | 21 | -0.1 | 6 | -2.1
Cc1ccc2c(c1)CC1(CN2C)C(=O)NC(=O)N(c2cccc(C)c2C)C1=O (configuration not stated) | 5 | 3 | 0.0 | -15 | 7 | -61 | 0.5 | 24 | 0.0
COC(=O)c1ccccc1-n1c(C)nc2ccccc2c1=O | 8 | -1 | 1.4 | -14 | 4 | -11 | 2.6 | -30 | -0.1
Cc1cc(/C=C2/C(=O)NC(=O)N(C)C2=O)c(C)n1-c1ccccc1 | 11 | 4 | 1.1 | -14 | 4 | -6 | 1.4 | 9 | 0.4

Shown in CSV form: part of the list above
structure,NPY1 pot ag,NPY-Y1 antag,TRPML3 ag,S1P4 antagonist,NPY-Y2 PAM-ag,EP2 mod,S1P4 ag,CHOP inhibitor,TRPN1 ag
CCOP(=O)(OCC)Oc1cc(C)c(N(C)C)c(C)c1,11,.,-0.6,8,11,21,-0.1,6,-2.1
Cc1ccc2c(c1)CC1(CN2C)C(=O)NC(=O)N(c2cccc(C)c2C)C1=O (configuration not stated),5,3,0.0,-15,7,-61,0.5,24,0.0

By substructure, the entries above containing a halogen
SMILES | NPY1 pot ag | NPY-Y1 antag | TRPML3 ag | S1P4 antagonist | NPY-Y2 PAM-ag | EP2 mod | S1P4 ag | CHOP inhibitor | TRPN1 ag
Cc1cccc(CN2CCCC(C(=O)c3ccc(C(F)(F)F)cc3)C2)n1 (configuration not stated) | -24 | 3 | 0.9 | -15 | -3 | -34 | 1.2 | -50 | 1.3
CCOC(=O)c1[nH]ncc1CN1CCCC(C(=O)c2cccc(Cl)c2)C1 (configuration not stated) | -3 | . | 0.9 | -12 | 2 | -8 | 1.6 | 7 | 0.8

Following part.
SMILES | NPY1 pot ag | NPY-Y1 antag | TRPML3 ag | S1P4 antagonist | NPY-Y2 PAM-ag | EP2 mod | S1P4 ag | CHOP inhibitor | TRPN1 ag
C=C[C@@H]1C[C@@]1(C)[C@@H](NP(=O)(c1ccccc1)c1ccccc1)c1ccccc1 | -34 | 38* | -1.6 | -4 | -6 | 41 | 1.0 | 21 | -3.0
CC(C)C(=O)Nc1ccc(S(=O)(=O)N2CC3CC(C2)c2cccc(=O)n2C3)cc1 (configuration not stated) | -5 | -2 | -0.1 | -4 | -5 | 15 | -0.8 | 2 | 0.2
CN(C)c1ccc(C=C2C(=O)NC(=O)NC2=O)cc1[N+](=O)[O-] | -3 | 0 | 1.0 | -17 | -14 | 5 | 2.1 | 21 | 0.7
c1cc(CCN2CCCC2)ccn1 | 13 | . | 0.8 | 1 | 14 | 14 | 0.3 | 1 | 0.9
COc1ccc(CN2CC3CC(C2)c2cccc(=O)n2C3)cc1OC (configuration not stated) | 0 | -5 | 0.1 | -15 | 9 | 29 | 0.1 | 13 | -0.8
O=C(Cc1ccccc1)N1CCN(CC2CC3C=CC2C3)CC1 (configuration not stated) | -17 | 4 | 0.5 | -6 | 3 | -25 | 1.5 | 3 | 1.7
Oc1ccc(/C=N/NP(=S)(c2ccccc2)c2ccccc2)cc1 | -5 | 8 | -0.4 | -11 | -20 | 1 | 1.5 | 27 | 0.1
N#CC(C#N)=Cc1ccc(-c2ccccc2)o1 | -17 | 1 | -0.1 | -10 | 2 | -18 | 1.1 | -7 | -1.4
CSc1ccc(C(=O)C2CCCN(Cc3cc4ccccc4[nH]3)C2)cc1 (configuration not stated) | -1 | 6 | 1.9 | -3 | -2 | -49 | 1.4 | 70* | 3.3
CC/C(=N\N1CCCCCC1)c1c(O)n(-c2ccc(C)cc2)c(=O)[nH]c1=O | 2 | 1 | 0.7 | 6 | -5 | 18 | -0.5 | 24 | 1.0
O=C(c1cccnc1)C1CCCN(Cc2nc(-c3cnccn3)no2)C1 (configuration not stated) | 9 | . | -0.7 | 7 | -17 | -27 | -1.3 | -12 | 0.2
O=C(Nc1ccccc1OC(=O)N1CCCCC1)N1CCCCC1 | 4 | -4 | 0.2 | 13 | -9 | 10 | -2.5 | -2 | 1.2
CCCCN1C(=O)/C(=C\c2ccco2)C(=O)N(CCc2ccccc2)C1=O | 14 | 0 | 2.4 | 19 | 9 | -1 | -2.0 | -29 | 6.2
O=C1NC(=O)N(Cc2cccs2)C(=O)/C1=C/c1ccc(N2CCOCC2)cc1 | 10 | 3 | 1.4 | -12 | -1 | -45 | 1.7 | -18 | 1.2
O=c1c(/C=N/N2CCOCC2)c(O)n(-c2ccccc2)c(=S)n1-c1ccccc1 | -3 | 0 | 1.2 | -11 | -3 | 20 | 1.7 | 6 | -0.4
O=C1C2CCCN2C(c2ccc(Cl)c(Cl)c2)N1c1ccccn1 (configuration not stated) | 9 | 6 | -0.9 | -10 | -7 | 21 | -0.9 | 57 | -3.4
O=C(Nc1ccccc1)N1CC2CC(C1)c1cccc(=O)n1C2 (configuration not stated) | -6 | 2 | 0.4 | -5 | -12 | 18 | -0.2 | 12 | 0.8
O=C(c1ccc(Cl)cc1)C1CCCN(Cc2cccc3ncccc23)C1 (configuration not stated) | -10 | -5 | 2.6 | 2 | -3 | -20 | 0.8 | 49 | 1.4
Cc1nc2ccccc2c(=O)n1-c1cc(F)ccc1F | 10 | 3 | 0.7 | 11 | 11 | 7 | 1.1 | 18 | 0.2
CCC(=O)N1N=C2C3CCN(CC3)C2C1c1ccccc1 (configuration not stated) | 28 | -3 | -0.2 | -22 | 11 | 4&21 | -0.7 | 37 | 0.7

Whole records as entered above. Order of screens: NPY1 pot ag | NPY-Y1 antag | TRPML3 ag | S1P4 antagonist | NPY-Y2 PAM-ag | EP2 mod | S1P4 ag | CHOP inhibitor | TRPN1 ag
`O=C(COc1ccccc1)N1CCN(CC2CC3C=CC2C3)CC1` (configuration not stated) reads -7 | 3 | 0.7 | -12 | -12 | 8 | -0.7 | 10 | 2.5
`CSc1ccc(C(=O)C2CCCN(Cc3cc4ccccc4[nH]3)C2)cc1` (configuration not stated) reads -1 | 6 | 1.9 | -3 | -2 | -49 | 1.4 | 70* | 3.3
`C=C[C@@H]1C[C@@]1(C)[C@@H](NP(=O)(c1ccccc1)c1ccccc1)c1ccccc1` reads -34 | 38* | -1.6 | -4 | -6 | 41 | 1.0 | 21 | -3.0

Other records.
SMILES | NPY1 pot ag | NPY-Y1 antag | TRPML3 ag | S1P4 antagonist | NPY-Y2 PAM-ag | EP2 mod | S1P4 ag | CHOP inhibitor | TRPN1 ag
O=C(CNC(=O)OCc1ccccc1)Nc1ccc(Br)cc1C(=O)c1ccccc1Cl | -13 | 2 | 0.4 | 8 | -6 | 55 | 0.2 | 43 | 0.7
CN1CCN(c2ccc(/C=C3\C(=O)NC(=S)N(c4cccc(Br)c4)C3=O)o2)CC1 | 26 | -9 | 1.4 | -13 | 8 | 2 | 0.3 | -20 | 3.7
CN(C)c1ccc(P(=S)(N(C)C)N(C)C)cc1 | -9 | 2 | 0.9 | -26 | -17 | 0 | 0.8 | -33 | -0.7
CN1CCC2(CC1)NC(=O)c1ccccc1N2 | 24 | . | 0.9 | -19 | 7 | 27 | 1.7 | 5 | 1.2
O=C1NC(=S)N(c2ccc(Br)cc2)C(=O)/C1=C/N1CCN(C(=O)c2ccco2)CC1 | 19 | 2 | 1.4 | 1 | -5 | 23 | 1.4 | 20 | 2.2
Cn1cc(C(=O)N2CCOCC2)c2ccccc21 | 14 | -1 | -0.6 | -5 | 11 | 23 | -0.3 | 18 | 0.2
CC(C(=O)c1c[nH]c2ccccc12)N1CCc2ccccc2C1 (configuration not stated) | -5 | -2 | -0.3 | -11 | -21 | -29 | -0.6 | 30 | 1.7
O=C1NC(=O)N(Cc2ccc(F)cc2)C(=O)/C1=C\c1ccc(N2CCCC2)cc1 | -10 | . | 0.3 | 5 | -11 | -23 | 0.5 | 7 | 1.7
COc1cccc(-n2nc(C(=O)N3CCC4(CC3)OCCO4)c3ccccc3c2=O)c1 | -6 | -1 | 0.9 | -27 | 5 | 16 | 2.3 | -2 | 0.8
OC(c1ccc(F)cc1)(c1ccc(F)cc1)[C@@H]1CCCN1 | 14 | -2 | 0.7 | -17 | -20 | -2 | -0.1 | 16 | -0.2
c1cncc(CNC2=NCCC2)c1 | 9 | 2 | 0.6 | -13 | 20 | 1 | -1.1 | 5 | 0.4
Cc1ccc2c(c1)CC1(CN2C)C(=O)NC(=O)N(c2ccc(C)c(C)c2)C1=O (configuration not stated) | -16 | 11 | 1.3 | 4 | -11 | 19 | 1.3 | 39 | 0.5
O=c1[nH]c(O)c(Cc2ccc3c(c2)OCO3)c(=O)[nH]1 | 2 | . | 0.7 | -5 | 13 | -16 | 0.7 | -14 | 0.5
Cc1ccc(N2C(=O)NC(=O)/C(=C/c3cnn(-c4ccc(C)cc4)c3)C2=O)cc1 | -5 | -3 | 0.5 | -6 | 2 | -54 | 1.2 | 102* | -1.3
O=C(Nc1ccc(Cl)cc1)OC1CN2CCC1CC2 (configuration not stated) | 25 | . | 2.0 | -5 | -13 | -25 | -0.7 | -4 | 4.1
CCCCCOc1ccc(C)cc1CN(CCCl)CCCl | 16 | . | -0.9 | 4 | -9 | 19 | -2.9 | 27 | -3.0
COc1cc2nc(N3CCN(C(=O)c4ccco4)CC3)nc(N)c2cc1OC | -2&-7 | 7&0 | 1.0&1.3 | -17&-11 | 6&-28 | -10&-5&-1 | -0.4&1.0 | 28&-21&-17 | 1.1&1.5
Cc1ccc(-c2cc(C(F)F)n3ncc(C(=O)N4CCC5(CC4)OCCO5)c3n2)cc1 | 9 | 0 | 0.1 | -19 | 1 | -1 | 1.2 | 50 | -2.5
CSc1ncc(/C=C2/C(=O)NC(=O)N(C)C2=O)cn1 | 2 | 0 | 0.4 | 0 | -6 | 0 | -1.4 | 16 | 0.6
Cc1ccc(C(=O)N/C(=C\Cl)P(=O)(c2ccccc2)c2ccccc2)cc1 | -9 | 0 | -0.1 | 4 | -5 | 29 | 1.8 | 35 | -1.4
COc1ccccc1N=Nc1c(O)[nH]c(=S)[nH]c1=O | -1 | -2 | 1.0 | -7 | -5 | 5 | 0.4 | -38 | -1.3
